# Screening data (PubChem)
# APOBEC3G inh: blocks human APOBEC3G single-stranded DNA deamination; Q9HC16; recombinant A3G, ssDNA deamination FAM/TAMRA fluorescence; inhibition, % at 20 µM; actives 0.28% (n = 330,000); AID 493012;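 active = inhibition of at least 40% at 20 µM, with no more than 30% in the related APOBEC3A deaminase screen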;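 also: plate controls were DMSO wells with A3G for no effect and wells lacking A3G enzyme for full effect; some compounds called inactive have numbers as strong as hits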
# Target sequence (Q9HC16 whole entry, looked up): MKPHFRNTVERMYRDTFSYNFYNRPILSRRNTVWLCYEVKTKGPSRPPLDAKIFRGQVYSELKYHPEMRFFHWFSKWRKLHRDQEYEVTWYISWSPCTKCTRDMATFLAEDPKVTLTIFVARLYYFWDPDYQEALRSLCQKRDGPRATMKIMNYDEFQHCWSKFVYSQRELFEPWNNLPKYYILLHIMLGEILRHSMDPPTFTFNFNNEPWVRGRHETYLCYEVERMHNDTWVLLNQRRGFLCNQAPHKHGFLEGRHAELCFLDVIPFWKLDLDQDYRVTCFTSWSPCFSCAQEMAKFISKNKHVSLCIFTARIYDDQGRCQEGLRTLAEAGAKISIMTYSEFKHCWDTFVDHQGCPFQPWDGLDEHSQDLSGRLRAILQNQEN
# tim10-1 inh: inhibits growth of tim10-1 mutant yeast | S. cerevisiae tim10-1 ts strain growth, BacTiter-Glo, 24 h | inhibition, % at 20 µM | actives 2.2% (n = 330,000) | AID 463190;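 active = inhibition of at least 40%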;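 also: mutant grown at 25 °C; 0% = DMSO wells with yeast and 100% = wells holding no yeast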
# beta cell repl: inducers of beta-cell replication in MIN6 cells. MIN6 cells proliferation, ATPlite luminescence, 48 h; cells starved in 0.2% serum; 100% = growth in 10% serum. proliferation, % at 10 µM. actives 0.29% (n = 330,000);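 active = compounds whose signal lies at least 3.5 SD above the mean of all wells on their plate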;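 also: 0% = DMSO-treated cells in low-serum medium and 100% = 10% serum control; some compounds called inactive have numbers as strong as hits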
# mIAP inh: mouse IAP inhibition; inhibition, % at 10 µM; purified mouse IAP, CDP-Star luminescence, 30 min; actives 0.2% (n = 330,000);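 active = inhibition of at least 40% at 10 µM in the primary screen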;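 also: plate controls were DMSO with enzyme for no effect and no enzyme wells for full effect; values of inactives mirror those of a sister screen read the other way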
# hIAP inh: blocks human intestinal alkaline phosphatase; P09923; purified IAP, CDP-Star luminescence, 30 min; inhibition, % at 10 µM; actives 0.12% (n = 330,000);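 active = inhibition reaching a set limit with compound at 10 µM in the primary screen, cut at about 35% in these data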;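 also: plate controls were DMSO wells with enzyme for no effect and no-enzyme buffer wells for full effect; values of inactives mirror those of a sister screen read the other way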
# Target sequence (P09923 whole entry, looked up): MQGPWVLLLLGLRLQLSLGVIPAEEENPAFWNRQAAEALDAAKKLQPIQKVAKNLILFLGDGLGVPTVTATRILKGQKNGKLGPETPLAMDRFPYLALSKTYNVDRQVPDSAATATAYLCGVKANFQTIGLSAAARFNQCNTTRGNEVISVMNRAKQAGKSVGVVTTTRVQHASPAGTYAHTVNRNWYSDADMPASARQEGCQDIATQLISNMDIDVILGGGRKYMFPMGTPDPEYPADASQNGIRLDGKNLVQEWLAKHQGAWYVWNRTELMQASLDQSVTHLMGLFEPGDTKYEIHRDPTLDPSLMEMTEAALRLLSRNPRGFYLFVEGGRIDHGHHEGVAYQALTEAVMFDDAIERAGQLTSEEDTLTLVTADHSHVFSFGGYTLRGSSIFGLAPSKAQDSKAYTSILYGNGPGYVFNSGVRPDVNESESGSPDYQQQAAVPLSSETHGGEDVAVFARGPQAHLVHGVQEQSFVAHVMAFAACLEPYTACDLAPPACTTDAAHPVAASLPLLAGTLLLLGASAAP
# NALP3 yeast inh: blocks the NALP3 inflammasome reconstituted in yeast; Yeast reconstituted NLRP3/ASC/caspase-1, beta-gal luminescence, 24 h; inhibition, % at 10 µM; actives 0.39% (n = 330,000); AID 2825;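 active = inhibition of 50% or more; inactive = inhibition below 50%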;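 also: plate controls were induced DMSO wells for no effect and uninduced yeast grown without galactose for full effect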
# TIM10 inh: growth inhibitors of TIM10 yeast strain | S. cerevisiae TIM10 strain growth, BacTiter-Glo luminescence, 24 h | inhibition, % at 10 µM | actives 1.4% (n = 330,000) | AID 463195;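 active = inhibition of 40% or more at the single tested concentration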;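 also: wild-type TIM10 isogenic control strain grown at permissive 25 °C; 0% = DMSO yeast wells and 100% = minimal medium wells without yeast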
# APOBEC3A inh: human APOBEC3A DNA deaminase inhibition; P31941; actives 0.41% (n = 330,000); inhibition, % at 20 µM; recombinant A3A, FAM/TAMRA ssDNA deamination fluorescence;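 active = at least 40% inhibition at 20 µM here, with at most 30% in a related deaminase screen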;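 also: plate controls were A3A with DMSO for no effect and wells lacking A3A enzyme for full effect; some results filed as inactive read as strong as hits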
# mIAP activ: mouse IAP activation. muIAP, CDP-Star luminescence, 30 min; stronger effect = higher value; 1 = vehicle-only enzyme signal, 0 = enzyme-free wells. activation factor at 10 µM. actives 0.24% (n = 330,000). AID 2805;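 active = activation factor of at least 2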; also: the source names both 10 and 20 µM as test concentration; values of inactives mirror those of a sister screen read the other way
#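 Assay system: mouse IAP enzyme / Compound: DMSO-dissolved test compounds / Timing: 30 min, room temperature / Measured by: luminescence from enzymatic CDP-Star hydrolysis / Control set: DMSO-only wells, enzyme-free buffer wells as negative control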
# * hit, by the source's call; . = not tested or not shown. Rows are unselected; overall some 4.6% were active at least once.
SMILES,APOBEC3G inh,tim10-1 inh,beta cell repl,mIAP inh,hIAP inh,NALP3 yeast inh,TIM10 inh,APOBEC3A inh,mIAP activ
CSc1nc(=O)n(-c2ccccc2)c(C)c1C(C)=O,-1.8,11.0,-3.6,2.7,12.1,0.0,-6.0,-1.7,0.973
C[C@@H]1C=C(C(=O)NCc2nc3ccccc3[nH]2)O[C@H](OCc2ccc(CO)cc2)C1,-8.1,-6.4,-4.7,-16.8,-10.3,2.1,7.5,-3.9,1.17
CN(C)c1ccc(/C=N\NC(=O)c2csnn2)cc1,16.1,11.0,-4.2,1.4,1.1,2.0,2.8,-5.9,0.986
Cc1ccc(O)c(CO)n1,-6.2,-22.7,-0.8,-0.5,-5.4,-0.5,-3.5,-5.9,1
Cc1cc(Br)cc2c(C(=O)Nc3c(C)n(C)n(-c4ccccc4)c3=O)cc(-c3cccs3)nc12,-4.5,19.6,-4.5,9.4,22.2,10.7,7.5,-1.2,0.906
O=C(CN1C(=O)NC2(CCCCCCC2)C1=O)N1CCc2ccccc2C1,2.9,12.1,0.7,2.2,-9.4,4.2,15.5,1.4,0.978
O=C(C(=O)N1CCCc2ccccc21)N1CCCc2ccccc21,-1.8,26.5,2.4,-2.1,14.5,-4.9,15.2,3.5,1.02
CC(=O)NNc1cc(=O)c2c(=O)n(C)c(=O)n(C)c2[nH]1,-5.1,-38.8,-4.5,-2.7,3.2,1.4,-14.3,2.9,1.03
COc1ccccc1N(Cc1cc(=O)[nH]c2ccccc12)C(=O)c1cccc([N+](=O)[O-])c1,-1.8,16.9,-2.9,10.0,-5.7,11.1,-3.2,-2.3,0.9
O=C(N/C=C\n1cnc2cc(C(F)(F)F)ccc21)c1ccc([N+](=O)[O-])cc1,0.8,19.3,-2.6,-1.9,-0.4,1.8,8.5,8.0,1.02
Cc1ncc(CO)c(/C=N/NC(=S)Nc2ccc(C(C)C)cc2)c1O,8.3,0.9,-5.6,11.7,-3.4,6.3,4.2,0.7,0.883
CNC(=S)NCCc1c[nH]c2ccc(OC)cc12,1.0,13.9,-0.7,1.8,-3.8,8.4,2.0,3.0,0.982
O=C(CN1CCN(Cc2ccc(Cl)cc2)CC1)N/N=C/c1ccccc1F,-1.8,-5.2,-1.1,8.6,14.1,32.3,4.1,-2.6,0.914
COc1cc(C(=O)NCCC(=O)NCCc2ccc(Cl)cc2)cc(OC)c1OC,-5.5,13.6,0.0,-0.9,-8.0,11.9,6.6,-3.7,1.01
Cc1nc(S/C(C(=O)O)=C2/C(=O)Nc3ccccc32)n[nH]1,-6.8,31.9,-1.1,24.0,-60.8,23.4,41.3*,0.9,0.76
CC1CCN(C(=O)c2scc3c2OCCO3)CC1,2.9,12.4,3.9,-7.4,-1.5,-2.0,-11.7,6.0,1.07
COCCNC(=O)c1cn(CCOC)c(=O)c2c1c1ccccc1n2C,-5.5,10.0,6.7,7.3,7.6,18.4,-14.8,0.3,0.927
Cc1ccn2cc(CSc3ccccc3)nc2c1,-3.2,-6.3,-2.5,0.4,4.3,40.9,7.9,1.6,0.996
Cc1cccc(/C=C2/Sc3ccc(C(=O)N4CCOCC4)cc3NC2=O)c1,-1.2,12.9,-2.1,2.8,-10.4,9.5,-26.3,-4.3,0.972
COc1cc(NS(=O)(=O)c2ccc(NC(C)=O)cc2)cc(OC)c1,-5.4,6.5,-2.5,8.3,5.7,0.9,2.5,-1.5,0.917
NS(=O)(=O)c1cccc(NC(=O)COC(=O)/C(=C/c2cccs2)c2cccs2)c1,19.8,26.0,-0.1,14.0,3.5,14.6,1.0,-0.6,0.86
COc1ccccc1NC(=O)CSc1nnnn1-c1ccccc1OC,-6.3,4.3,-0.9,1.4,10.6,13.0,9.1,-7.5,0.986
S=C1NC(c2ccccc2)=NCN1c1ccc(Cl)cc1,-5.8,38.5,-2.3,2.3,-13.9,18.6,-14.2,-3.1,0.977
CCN(CC)C(=O)[C@H]1C[C@H](CC(=O)NCCN2CCOCC2)C(=O)N2CCc3c([nH]c4cc(CCC(=O)N(C)C)ccc34)[C@]12C,5.3,13.1,.,-5.9,.,.,0.0,7.9,1.06
COc1ccc(/C=C2\SC(=S)N(CC(=O)NNC(=O)c3ccncc3)C2=O)cc1,1.3,-32.6,0.7,-1.6,-7.5,23.9,-27.4,1.8,1.02

# Later entries.
SMILES,APOBEC3G inh,tim10-1 inh,beta cell repl,mIAP inh,hIAP inh,NALP3 yeast inh,TIM10 inh,APOBEC3A inh,mIAP activ
CC(=O)NCCC(=O)Nc1cc(S(=O)(=O)N2CCOCC2)ccc1Oc1ccc(F)cc1,-13.1,8.1,-0.5,5.3,18.5,28.6,-3.7,1.3,0.947
Cc1ccnc(SCC(=O)N2CCc3ccccc3C2)n1,-6.7,5.4,-4.1,0.0,2.1,9.6,-15.5,-0.5,1
CCn1c(=O)n(CC(=O)NCc2ccccc2OC)c(=O)c2ccccc21,1.2,0.9,3.0,7.1,-10.1,24.1,-2.7,0.7,0.929
CCN1CCc2c(sc(NC(=O)Cc3ccccc3)c2C(N)=O)C1,-19.4,17.8,-1.2,-9.9,5.8,5.1,8.7,-4.4,1.1
COc1cc(CNc2ccc(NC(C)=O)cc2)ccc1OCc1ccccc1C,-6.1,12.8,-3.1,5.1,-12.1,22.7,-4.1,3.0,0.949
O=C(NC(=Nc1nc2ccccc2o1)NC(=O)c1ccccc1)c1ccccc1,-7.2,4.3,-3.0,15.5,0.3,-0.1,9.4,-5.1,0.845
COc1ccccc1NC(=O)C1CCCN(S(=O)(=O)c2c(C)noc2C)C1 (stereo not drawn),-6.9,32.7,0.2,-0.9,-9.7,12.4,1.0,-4.5,1.01
COc1cccc(N(C(=O)C2COc3ccccc3O2)C(C(=O)NC2CCCCC2)c2ccc(O)cc2)c1 (stereo not drawn),-2.3,11.0,0.0,3.6,-5.0,9.4,-24.0,1.4,0.964
CCc1ccc2nc(NC(=O)CSCc3c(C)noc3C)sc2c1,-1.6,39.3,-4.3,-10.0,-9.9,-8.6,22.1,0.8,1.1
O=C(Nc1cccn(Cc2cccc(F)c2)c1=O)NC1CCCCC1,-5.9,11.6,-3.2,-7.7,-12.4,4.7,5.3,-1.3,1.08
C/C(=N\Nc1ccc([N+](=O)[O-])cc1)c1ccco1,-11.4,28.2,-1.7,14.5,8.1,9.8,23.6,-0.4,0.855
CC(C)N(C(=O)[C@H]1C[C@H](CC(=O)NCC23CC4CC(CC(C4)C2)C3)C(=O)N2CCc3c([nH]c4ccc(Cl)cc34)[C@]12C)C(C)C,4.6,23.3,.,-31.6,.,.,10.2,2.4,1.32
CN1CCN(NC(=O)c2cc(-c3ccc(Br)s3)nc3ccccc23)CC1,-4.0,32.1,-3.8,2.6,-28.4,8.9,4.0,-3.0,0.974
CC(=O)NNS(=O)(=O)c1ccc(-c2cc(C(F)(F)F)n(C)n2)s1,-1.5,11.5,-0.8,11.2,19.4,5.0,2.0,-1.7,0.888
Nc1ccc(-c2nc3cc(N)ccc3s2)cc1,-4.4,28.8,-6.3,2.7,8.3,10.2,10.0,0.9,0.973
CCCn1nc(NC(=O)c2cccs2)c2cc3ccc(C)cc3nc21,-4.2,-4.2,0.2,-15.3,4.9,21.0,-3.2,-1.7,1.15
COc1cccc(/C=C2\SC(=O)N(CC(=O)NCCCn3ccnc3)C2=O)c1,1.6,-1.9,-0.9,-1.0,-22.6,10.8,0.2,0.9,1.01
Cc1sc2ncnc(SCC(=O)Nc3ccc(S(=O)(=O)N4CCOCC4)cc3)c2c1C,-8.6,24.5,-4.2,10.4,29.1,2.3,23.7,5.0,0.896
COc1ccc(C(=O)NCc2nnc(SC)n2C2CCCCC2)cc1,-8.9,19.3,4.3,-4.5,-27.9,2.1,7.3,-2.4,1.04
O=C(c1ccc2c(c1)OCO2)N1CCC2(CC1)Oc1ccc(Cl)cc1C(=O)C21CC(c2cccnc2)=NO1 (stereo not drawn),-9.9,-5.4,-3.4,2.3,-0.4,-1.9,-23.0,-2.9,0.977
COc1ccc(-c2nn(-c3ccccc3)cc2/C=N/NC(=S)NC(C)C)cc1OC,-8.8,35.9,-3.0,0.9,0.6,4.3,47.5*,-4.7,0.991
O=C1/C(=N/n2cnnc2)c2ccccc2N1Cc1ccccc1,2.1,25.9,-3.6,3.8,1.2,-4.3,20.1,-2.2,0.962
COC(=O)c1ccc(OC(=O)C23CCC(C)(C(=O)O2)C3(C)C)cc1 (stereo not drawn),-6.9,7.7,-1.0,-4.7,-19.4,-15.4,6.5,-2.2,1.05
CCN(C(=O)COC(=O)c1cc(-c2cccs2)nc2ccccc12)C1CCS(=O)(=O)C1 (stereo not drawn),-2.3,29.2,-3.9,1.1,-10.5,7.9,-4.8,-2.1,0.989
COc1ccc(NC(=O)C(C)NS(=O)(=O)c2ccc(NC(C)=O)cc2)cc1Cl (stereo not drawn),-4.0,11.7,-1.9,2.1,-6.3,19.1,7.8,0.3,0.979

# Next results
SMILES,APOBEC3G inh,tim10-1 inh,beta cell repl,mIAP inh,hIAP inh,NALP3 yeast inh,TIM10 inh,APOBEC3A inh,mIAP activ
Fc1ccc(N/N=C/c2cccnc2)c(F)c1,-4.8,-128.5,-1.7,3.4,1.7,37.3,-1.7,0.6,0.966
O=C(N/N=C/c1ccc(OC(=O)c2ccccc2)cc1)c1cccnc1,-9.7,-16.2,0.0,2.2,13.5,5.0,7.6,-5.4,0.978
CN(c1ccccc1)S(=O)(=O)c1ccc(C(=O)Nc2nnc(C3CC3)o2)cc1,-4.9,24.7,-4.7,13.6,14.4,-1.7,1.1,-4.9,0.864
COc1ccccc1NC(=O)CSc1c2c(nc3ccccc13)CCC2,-3.3,5.1,8.4*,-4.1,6.7,0.1,11.1,0.9,1.04
CCC1=NC(c2ccccc2OC)N(O)C1(C)C (stereo not drawn),-4.9,4.4,-4.0,2.8,0.3,-8.5,14.1,-1.0,0.972
O=C(O)CCNc1cc(N2CCN(C(=O)c3ccco3)CC2)c2noc3c2c1C(=O)c1ccccc1-3,87.2,18.5,-2.0,22.9,25.0,21.5,7.6,83.3,0.771
COc1ccccc1NS(=O)(=O)c1ccc(C)c(C(=O)NC2CCN(Cc3ccccc3)CC2)c1,-3.8,0.4,0.5,10.9,-5.4,10.8,6.8,1.9,0.891
COCc1cc(C)nc2sc(C(=O)N3CCCC3)c(N)c12,-5.2,9.8,0.5,8.3,5.3,10.3,2.9,0.6,0.917
O=C(COC(=O)c1cc(S(=O)(=O)N2CCCC2)ccc1O)Nc1ccc(S(=O)(=O)N2CCOCC2)cc1,-0.3,5.8,-4.0,-0.7,-2.0,-3.2,5.3,4.2,1.01
COc1ccccc1CNC(=O)CNC(=O)c1cn(-c2ccccc2OC)c(=O)c2ccccc12,-9.2,9.8,-1.6,-6.2,-1.4,-6.0,14.0,4.3,1.06
FC(F)Oc1ccc(NC(=S)NCc2ccco2)cc1Cl,-5.6,18.3,-6.2,6.6,9.6,11.1,26.9,-1.3,0.934
CCN(C(=O)COC(=O)c1ccc(OCc2c(C)noc2C)cc1)c1ccccc1,-6.0,17.5,-3.2,0.4,-1.7,28.3,0.4,0.1,0.996
C1=C(c2ccccc2)CCN(c2ncnc3nc[nH]c23)C1,-0.5,26.6,2.6,8.9,-19.3,6.7,19.9,1.8,0.911
